Compound activity from PubChem BioAssay.
BRCA1 expr act: increases BRCA1 expression | MCF7-BRCA1-FFLuc reporter, luminescence, 48 h; response scale: scaled: vehicle 0%, 10 µM genistein 100% | Potency, µM (series often up to 46.1 µM), for inactives: at the highest dose activation, usual class: activators | 1.1% of 380,000 active | AID 624202; also: potency is read from the fitted curve at half-maximal effect; nearly all actives have a fitted effect of over 80% in size; some results filed as inactive show a strong effect at the top dose
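48 h compound treatment of MCF7-BRCA1-FFLuc cells (phenol-red free MEM, 37 °C), then 15 min with luciferase substrate and luminescence imaging.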
p53 reactivation: re-activators of mutant p53 | H1299 p53-A138V BP100-luciferase reporter, luminescence, 24 h | Potency, µM (series often up to 92.2 µM), for the others: top-dose activity change, positive = activation, usual class: activators | 0.063% of 320,000 active; also: potency is read from the fitted curve at half-maximal effect; % of control where 0% means no effect; nearly all actives have a fitted effect of over 45% in size
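H1299 (p53-null), stable ts p53-A138V + BP100-Luc; 1000 cells/well, Opti-MEM/10% FBS; cpd 4 pt, 1:5; 24 h, 37 deg C, 5% CO2; detection reagent 10 min RT; luminescence.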
ELG1 genotoxic: inducers of genotoxicity in HEK293T ELG1-luciferase cells | Potency, µM (titrated, usually from 46 µM), for inactives: top-dose activity change, positive = activation, actives largely listed as activators | 1.3% of 330,000 active | AID 504466 | HEK293T ELG1-luciferase reporter, luminescence, 16 h; also: potency is read from the fitted curve at half-maximal effect; % of control where 0% means no effect; nearly all actives have a fitted effect of over 60% in size
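DMSO vehicle served as control against compound-treated ELG1-luciferase HEK293T cells; exposure lasted 16 hr at 37 °C and 5% CO2, followed by ONE-Glo luminescence detection after 30 min.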
Giardia killer: Giardia lamblia killing; Giardia lamblia trophozoite viability; activity change, % at 7.66 µM, hits read low; 0.15% of 340,000 active; AID 540267; in the data active = activity change below about -80%; inconclusive = between about -30% and that limit;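 also: parasites exposed to compound for two days anaerobically before the ATP read; % is scaled to controls: 0 for no effect and ±100 for the full control effect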
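Trophozoites 100 cells/well + cpd; 48 hrs, 37 deg C, anaerobic. ATPLite 1-Step added, 15-30 min RT, luminescence read (ATP-based viability).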
* hit, by the source's call; u = inconclusive; & = joins results of further samples; [ ] = dose if it differs, or a comment. Unless noted, calls follow the shape of the dose curve; as a rule, active = well fitted activation curve with a large enough effect; inconclusive = small, poorly fitted or top-dose-only effect; inactive = no such curve, though single readings can be large or run the other way. Some of the compounds tested; rates above refer to the full screens.

The first three records, to show the layout:
SMILES | BRCA1 expr act | p53 reactivation | ELG1 genotoxic | Giardia killer
O=C(NN=Cc1ccccc1Cl)c1ccc(-n2cnnn2)cc1 | -8% | 3% | 3% | -15
CC(=O)Nc1ccc(S(=O)(=O)Nc2cc(Cl)ccc2N2CCOCC2)cc1 | -19% | 3% | 0% | -14
NS(=O)(=O)c1ccc(N2CCN(S(=O)(=O)Cc3ccccc3)CC2)nc1 | -11% | 5% | 0% | 13

Results, from the first entry:
SMILES | BRCA1 expr act | p53 reactivation | ELG1 genotoxic | Giardia killer
O=C(NN=Cc1ccccc1Cl)c1ccc(-n2cnnn2)cc1 | -8% | 3% | 3% | -15
CC(=O)Nc1ccc(S(=O)(=O)Nc2cc(Cl)ccc2N2CCOCC2)cc1 | -19% | 3% | 0% | -14
NS(=O)(=O)c1ccc(N2CCN(S(=O)(=O)Cc3ccccc3)CC2)nc1 | -11% | 5% | 0% | 13
COc1cccc(/C=C/C(=O)OCC(=O)c2ccccc2)c1OC | 11µM* | u | u | 53[activator]
CCCCC[C@@H]1C=C(C(=O)O)[C@H](c2ccc(CC)cc2)N1S(=O)(=O)c1ccc(C)cc1 | 7% | 4% | -2% | 2
CC(=O)N1CCN(C(=O)CSc2ncnc3sc(C)c(C)c23)CC1 | -51% | -2% | 4% | -9
O=C(CNC(=O)c1ccc(Br)o1)NCC1COc2ccccc2O1 (centres undefined) | -16% | 1% | 2% | 10
COc1ccc(C(=O)OCC(=O)N2CCc3ccccc32)cc1S(=O)(=O)N1CCOCC1 | -2% | 6% | 4% | 19
CC1CCN(C(=O)c2ncn(Cc3ccccc3)c2C(=O)N2CCC(C)CC2)CC1 | 0% | -3% | 0% | -4
COc1ccc(NC(=O)C23CC4CC(CC(Cl)(C4)C2)C3)cc1S(=O)(=O)N1CCOCC1 | -20% | -8% | -5% | 15

3 structures already listed, arranged by formula weight, low to high:
SMILES | BRCA1 expr act | p53 reactivation | ELG1 genotoxic | Giardia killer
COc1cccc(/C=C/C(=O)OCC(=O)c2ccccc2)c1OC | 11µM* | u | u | 53[activator]
O=C(CNC(=O)c1ccc(Br)o1)NCC1COc2ccccc2O1 (centres undefined) | -16% | 1% | 2% | 10
NS(=O)(=O)c1ccc(N2CCN(S(=O)(=O)Cc3ccccc3)CC2)nc1 | -11% | 5% | 0% | 13

Further structures
SMILES | BRCA1 expr act | p53 reactivation | ELG1 genotoxic | Giardia killer
COc1ccccc1CNC(=O)CCNS(=O)(=O)/C=C/c1ccc(C)cc1 | -4% | 2% | 0% | 14
CC(=O)c1ccc(NC(=O)C(C)Sc2nnc(-c3ccncc3)n2C2CC2)cc1 (centres undefined) | -2% | -10% | 8% | -11
Cc1ccc([C@@H]2CC=C(C(=O)O)[C@H](c3ccc(C(C)(C)C)cc3)N2S(=O)(=O)c2ccc(C)cc2)cc1 | 8% | 2% | -11% | -27
C[C@H](CO)N1C[C@H](C)[C@@H](CN(C)C(=O)NC2CCCCC2)Oc2c(NC(=O)Nc3ccc(C(F)(F)F)cc3)cccc2C1=O | -39% | -3% | -6% | 12
Cc1cc(C)cc(N(CCC#N)C(=O)COC(=O)Cn2[nH]c(=O)c3ccccc3c2=O)c1 | -16% | -1% | -2% | 13
O=C(CCN1CCN(Cc2ccccc2)CC1)NNC(=O)c1cc2ccccc2o1 | 26% | 0% | 0% | 2
COc1ccc(NC(=O)N(C)C[C@H]2Oc3ccc(NS(=O)(=O)c4c(C)noc4C)cc3C(=O)N([C@H](C)CO)C[C@@H]2C)cc1 | 3% | -3% | 6% | -14
O=C(O)c1cccc(S(=O)(=O)Nc2ccc(Oc3ccccc3)cc2)c1 | -13% | 2% | 3% | 5
COc1ccccc1-c1nnc(SCC(=O)Nc2cccnc2Cl)n1C | -16% | 5% | 0% | -1
CS(=O)(=O)c1ccc(-c2sc3ccccc3c2C(=O)NCCCN2CCOCC2)cc1 | 15% | -6% | -2% | 4

A portion of the results above, for reference:
SMILES | BRCA1 expr act | p53 reactivation | ELG1 genotoxic | Giardia killer
C[C@H](CO)N1C[C@H](C)[C@@H](CN(C)C(=O)NC2CCCCC2)Oc2c(NC(=O)Nc3ccc(C(F)(F)F)cc3)cccc2C1=O | -39% | -3% | -6% | 12
Cc1cc(C)cc(N(CCC#N)C(=O)COC(=O)Cn2[nH]c(=O)c3ccccc3c2=O)c1 | -16% | -1% | -2% | 13
O=C(CCN1CCN(Cc2ccccc2)CC1)NNC(=O)c1cc2ccccc2o1 | 26% | 0% | 0% | 2
COc1ccc(NC(=O)N(C)C[C@H]2Oc3ccc(NS(=O)(=O)c4c(C)noc4C)cc3C(=O)N([C@H](C)CO)C[C@@H]2C)cc1 | 3% | -3% | 6% | -14
O=C(O)c1cccc(S(=O)(=O)Nc2ccc(Oc3ccccc3)cc2)c1 | -13% | 2% | 3% | 5
COc1ccccc1-c1nnc(SCC(=O)Nc2cccnc2Cl)n1C | -16% | 5% | 0% | -1
CS(=O)(=O)c1ccc(-c2sc3ccccc3c2C(=O)NCCCN2CCOCC2)cc1 | 15% | -6% | -2% | 4

Remaining list, next part:
SMILES | BRCA1 expr act | p53 reactivation | ELG1 genotoxic | Giardia killer
O=C(COC(=O)c1cc(=O)[nH]c2ccccc12)Nc1ccc(F)cc1 | -3% | -1% | 0% | 0
CCN1C(=O)[C@H]2[C@H]3CN=C(SC)N3[C@@](CC)(C(=O)OC)[C@H]2C1=O | 19% | -1% | 7% | -2
Cc1ccc(S(=O)(=O)Nc2cccc3c2O[C@H](CN(C)C(=O)Nc2ccc(C(F)(F)F)cc2)[C@@H](C)CN([C@H](C)CO)C3=O)cc1 | -32% | -8% | -4% | -11
COC(=O)[C@]12C(=O)NC[C@H](CN1c1ccc(C(F)(F)F)cc1)N2C | -2% | -4% | 6% | 1
CN(CCN(C)C(=O)c1[nH]cnc1C(=O)Nc1ccccc1)C(=O)c1[nH]cnc1C(=O)Nc1ccccc1 | -18% | 3% | -5% | 14
Fc1ccc2cc(-c3ccccc3F)ncc2c1 | 8% | u | u | -6
Cc1ccc(CN2C(=O)C[C@@H](NC(=O)OCC3c4ccccc4-c4ccccc43)C/C=C\C2c2ccc(C)cc2)cc1 (some centres undefined) | 0% | 1% | 0% | -3
O=C(CN1C(=O)/C(=C2/SC(=S)N(CCS(=O)(=O)O)C2=O)c2ccccc21)Nc1cccc(Br)c1 | -3% | 7% | 1% | 13
CCN(C[C@H]1N[C@@](Cc2ccccc2)(C(=O)OC)[C@H]2C(=O)N(Cc3ccccc3)C(=O)[C@@H]12)C(C)=O | 5% | -2% | 1% | 22
CCOC(=O)c1ccoc1CN1CCN(S(=O)(=O)c2ccc(C)c(C)c2)CC1 | -16% | -2% | -3% | 10
COc1ccc(OC)c(NC(=O)COC(=O)CCS(=O)(=O)c2ccc(Cl)cc2)c1 | -26% | -2% | 0% | 0
CCOc1ccccc1NC(=O)COC(=O)CN1C(=O)NC(C)(C)C1=O | 5% | -7% | 2% | -2
CC1(C)C(=O)Nc2ccccc2N1C(=O)COC(=O)c1cccs1 | 1% | -4% | 3% | -6
COc1ccc(NC(=O)N(C)C[C@H]2Oc3c(NS(=O)(=O)c4cccs4)cccc3C(=O)N([C@H](C)CO)C[C@@H]2C)cc1 | 0% | -2% | 5% | -16
CCOc1cc(C(=O)OC(C(=O)NC(=O)NC)c2ccccc2)ccc1OCC(=O)N1CCOCC1 (centres undefined) | 5% | -9% | 1% | -1
C[C@@H]1CN([C@@H](C)CO)C(=O)c2cccc(NC(=O)Nc3ccc4c(c3)OCO4)c2O[C@H]1CN(C)S(=O)(=O)c1cn(C)cn1 | -13% | 1% | -4% | -21
O=C(CCOc1ccccc1)NNC(=O)c1ccccc1 | -7% | 0% | 5% | -5
COc1ccc(-c2noc(CCC(=O)N3CCN(c4ccccc4C(F)(F)F)CC3)n2)cc1 | 6% | 18% | -3% | -3
Cc1cc(S(=O)(=O)Nc2nc(CN3CCOCC3)nc3sc4c(c23)CCC4)ccc1F | -20% | 16% | -2% | -13
Cc1onc(-c2ccccc2)c1C(=O)N(C)CC(=O)Nc1ccc(F)c(F)c1F | -13% | 1% | -4% | -24
C[C@H](CO)N1C[C@H](C)[C@@H](CN(C)Cc2ccc(-c3ccccc3)cc2)Oc2c(NC(=O)Nc3ccc(C(F)(F)F)cc3)cccc2C1=O | 0% | -1% | -1% | 23
CCN(C[C@H]1N[C@@](C)(C(=O)OC)[C@H]2C(=O)N(C)C(=O)[C@@H]12)C(=O)Nc1ccc(F)cc1 | 9% | -1% | -2% | 0
Cc1ccc(S(=O)(=O)N2CCCCC2)cc1NC(=O)CSc1nc(N)cc(=O)[nH]1 | -5% | -2% | 0% | -7
O=C(CNC(=O)C1CCCCC1)OCC(=O)c1cccc(Cl)c1 | 6%&-3% | 5% | 1% | -2&10
Cc1ccc(NC(=O)c2ccc(=O)[nH]c2)cc1S(=O)(=O)N1CCCCCC1 | -75% | -2% | -3% | -8
Cc1ccc(S(=O)(=O)N2CCOCC2)cc1C(=O)OCC(=O)N1CCCC1=O | -1% | -7% | -1% | -21
COc1ccc(CNC(=O)C[C@H]2C[C@H](C(=O)N(C(C)C)C(C)C)[C@@]3(C)c4[nH]c5cc(CCC(=O)N(C)C)ccc5c4CCN3C2=O)cc1OC | -22% | -5% | 9% | -18
O=C(CNC(=O)c1ccc(Cl)cc1Cl)OC1CCCCC1=O (centres undefined) | -7% | 6% | 3% | -28
C[C@H](CO)N1C[C@H](C)[C@@H](CN(C)S(=O)(=O)c2cccs2)Oc2ccc(NC(=O)Nc3ccc4c(c3)OCO4)cc2C1=O | 0% | -2% | -1% | -11
C=CC[C@H](CC(=O)N(CCO)Cc1ccccc1)C(=O)N[C@H](C)COC(=O)[C@@H](CC=C)CC(=O)OC(C)(C)C | -10% | -6% | -3% | 13
C[C@H](CO)N1C[C@H](C)[C@@H](CN(C)C(=O)NC2CCCCC2)Oc2ccc(NS(=O)(=O)c3ccccc3)cc2C1=O | -5% | 3% | 0% | -8
Cn1nnnc1Sc1ncnc2scc(-c3ccc(-c4ccccc4)cc3)c12 | -92% | -10% | -8% | 6
C=CC[C@@H](CC(=O)N[C@H](CO)Cc1ccccc1)C(=O)N[C@H](COC(=O)[C@@H](CC=C)CC(=O)OC(C)(C)C)Cc1c[nH]c2ccccc12 | -50% | 15% | 0% | 18
CSc1ccccc1NC(=O)CN(C)CC(=O)c1[nH]c(C)c(C(C)=O)c1C | -12% | 7% | -3% | -11
CC[C@]12c3[nH]c4cc(-c5ccco5)ccc4c3CCN1C(=O)[C@@H](CC(=O)NCC13CC4CC(CC(C4)C1)C3)C[C@@H]2C(=O)N1CCN(C(=O)c2ccco2)CC1 | -60% | -3% | -10% | 8
CCN(CC)C(=O)[C@H]1CC(CC(=O)NCCCn2ccnc2)C(=O)N2CCc3c([nH]c4ccc(OC)cc34)[C@]12C (some centres undefined) | -25% | -2% | 5% | 5
CNC[C@@H]1Oc2ccc(NC(=O)Nc3c(C)noc3C)cc2CC(=O)N([C@H](C)CO)C[C@H]1C | -19% | 2% | 2% | 8
Nc1c(N(CCCO)C(=O)C2CCCCC2)c(=O)[nH]c(=O)n1Cc1ccccc1 | -3% | 14% | 0% | -3
Nc1ncnc2c1ncn2[C@@H]1O[C@H](CN=C2NS(=O)(=O)c3ccccc32)[C@@H](O)[C@H]1O | 7% | 12% | 1% | -9
CC(C)(C)OC(=O)NCCCCCNC(=O)c1[nH]cnc1C(=O)N[C@@H](Cc1ccccc1)C(=O)OC(C)(C)C | -44% | -16% | 3% | -22
Cc1ccc(NC(=O)CN(C)C(=O)COc2cccc3ccc(C)nc23)cc1 | 1% | -7% | -2% | 8
CCCCN1C(=N)N([C@@H](C)CN2CCC[C@H]2CN2C(N)=NC[C@@H]2Cc2ccccc2)C[C@H]1Cc1ccccc1 | 0% | -1% | 0% | -10
CC(C)C(NC(=O)c1ccccc1F)C(=O)NCC(c1ccco1)N1CCCCC1 (centres undefined) | -14% | 3% | -3% | 5
COc1ccccc1C(=O)NCC(=O)NNC(=O)c1cccs1 | 5% | -2% | 0% | 11
COC(=O)[C@]1(Cc2ccccc2)N[C@H](CN(C)C(=O)c2ccccc2)[C@@H]2C(=O)N(C)C(=O)[C@@H]21 | 5% | 3% | -1% | u
Cc1ccc(NC(=O)CNC(=O)c2ccc(C(C)(C)C)cc2)cc1S(=O)(=O)N1CCOCC1 | 30% | 27% | 1% | 18
CCN(c1ccccc1)S(=O)(=O)c1ccc(C(=O)Nc2ccccc2OC)cc1 | -20% | 4% | -7% | -4
Cc1ccc(C(=O)Nc2ccccc2C(=O)NCc2ccco2)cc1 | 4% | 7% | 6% | 7
COc1ccc(S(=O)(=O)N2CCCCC2)cc1NS(=O)(=O)c1ccc(CNC(C)=O)cc1 | -33% | -5% | 1% | 7
